# Screening data from PubChem.
# yeast bub3 – NCI yeast anticancer drug screen, S. cerevisiae bub3 mutant strain. 78,000 tested, 9.9% active. % growth inhibition at 50 µM;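 note: 0% = growth of vehicle-only cultures of the same strain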
#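 Yeast carrying a defined mutation is treated with each compound, and growth is compared with that of vehicle-exposed cells to give inhibition.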
# yeast mec2-1 – NCI yeast anticancer drug screen, S. cerevisiae mec2-1 strain; 79,000 tested, 9% active; AID 157; growth inhibition, % at 50 µM;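 note: 0% = growth of vehicle-only cultures of the same strain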
#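 Growth inhibition is read against vehicle-treated controls after compound exposure of the mec2-1 yeast strain, which is defective in DNA damage repair or cell cycle control.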
# cln2 rad14 – NCI yeast anticancer drug screen, S. cerevisiae cln2 rad14 strain. growth inhibition, % at 50 µM. 78,000 tested, 8.3% active;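 note: 0% = growth of vehicle-only cultures of the same strain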
#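 Yeast carrying cln2 and rad14 alterations (cell cycle control and DNA damage repair) were exposed to compounds. Growth inhibition was measured against vehicle-treated controls.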
# yeast rad50 – NCI yeast anticancer drug screen, S. cerevisiae rad50 strain; AID 155; 79,000 tested, 10% active; growth inhibition, % at 50 µM;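 note: 0% = growth of vehicle-only cultures of the same strain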
#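 Readout: growth inhibition relative to vehicle-treated cultures. Compound exposure was carried out in a genetically defined yeast strain deficient in DNA damage repair.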
# sgs1 mgt1 – NCI yeast anticancer drug screen, S. cerevisiae sgs1 mgt1 strain; growth inhibition, % at 50 µM; 78,000 tested, 10% active;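 note: 0% = growth of vehicle-only cultures of the same strain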
#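 Compounds are added to genetically altered yeast, and growth is compared with cultures given vehicle alone to give percent inhibition.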
# mlh1 rad18 – NCI yeast anticancer drug screen, S. cerevisiae mlh1 rad18 strain; % growth inhibition at 50 µM; 79,000 tested, 11% active;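 note: 0% = growth of vehicle-only cultures of the same strain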
#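 Inhibition values reflect reduced growth of mutant yeast versus vehicle-treated controls following compound exposure; the mutations affect DNA damage repair.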
# * hit, by the source's call; . = not tested or not shown; & = joins results of further samples. Cut-off read from the data, not from the text of the source: active = growth inhibition above about 70%; inactive = the rest.
# Below each SMILES: yeast bub3	yeast mec2-1	cln2 rad14	yeast rad50	sgs1 mgt1	mlh1 rad18
- CCCN1CN(C(C(=O)N[C@@H]2C(=O)N3C(C(=O)O)=C(C)CSC23)c2ccccc2)CSC1=S (stereo not given in full)
    -38.4	-32.4	44.0	33.7	-3.2	1.5
- CCc1ccc(O)cc1O
    -30.6	-12.9	10.7	-18.4	-43.1	-4.6
- O=C(N/C(=C\c1ccccc1Cl)c1nc2ccccc2[nH]1)c1ccccc1
    38.9	-15.1	10.2	-20.5	-23.0	10.0
- COc1ccc(CN2COc3c(ccc4cccnc34)C2)cc1
    5.0	21.5	6.6	12.8	40.0	45.2
- CC(O)(CNS(=O)(=O)c1ccccc1)c1ccccc1 (stereo not given)
    -31.2	8.8	-36.9	14.2	0.6	-16.6
- Cn1nc(-c2ccccc2)c(-c2cc(-c3ccccc3)n[nH]2)c(N)c1=O
    19.7	12.4	7.9	18.9	20.8	22.9
- O=C(O)C(=O)Cc1ccccc1[N+](=O)[O-]
    20.5	4.9	-18.6	75.4*	68.3	68.2
- CCCCCN1C(=O)N=NC1=S
    -13.8	8.2	2.7	4.7	19.2	-2.5
- CO[C@H]1O[C@@H]2OC3(C)CCC4[C@H](C)CCC([C@H]1C)[C@]42OO3 (stereo not given in full)
    36.4	35.0	51.2	15.1	28.1	-0.6
- COC(=O)c1c(C)cc(OC)c(C/C=C(\C)CCCc2coc(C=C(C)C)c2)c1OC
    12.4	6.5	11.9	21.0	19.0	25.0
- Cc1cc(-c2ccc(O)c(C)c2)ccc1O
    72.5*	57.4	51.8	83.0*	74.6*	71.5*
- Nc1ncnc(NC2CCCCC2)n1
    -23.1	-33.5	1.4	-29.9	-16.5	-23.1
- Cc1nc2c(o1)C(=O)c1ccccc1C2=Nc1ccccc1
    50.0	16.7	27.6	68.8	61.5	47.1
- CCOC(=O)NC(=O)c1cn(C2OC(CO)C(O)C2O)c(=O)[nH]c1=O (stereo not given)
    28.6	-18.6	-5.9	10.3	-16.6	44.5
- Cc1[nH]c2c(C)ccc(C)c2c(=O)c1Br
    -1.7	10.0	-16.7	-1.6	-1.0	3.2
- Cc1cc(C)cc([N+](=O)[O-])c1
    4.7	-19.0	20.1	8.5	1.3	-26.3
- Oc1c(/N=N/C(=S)NCCCN2CCN(CCCNC(=S)/N=N/c3[nH]c4ccccc4c3O)CC2)[nH]c2ccccc12
    -17.8	6.5	-2.7	22.8	20.6	14.9
- OC(c1ccccc1)c1nc2ccccc2[nH]1 (stereo not given)
    23.8	-8.9	-21.4	-12.1	-10.7	35.8
- Cn1c(=O)[nH]c(=O)c2nc(-c3ccccc3)cnc21
    -2.7	12.3	-13.6	-11.9	2.5	-0.7
- CN(C)CCN1CC2Cc3ccccc3C1c1ccccc12 (stereo not given)
    43.4	-6.5	28.9	24.1	-3.5	9.1
- O=[N+]([O-])c1cc(C2ON=C(c3ccccc3)N2C23CC4CC(CC(C4)C2)C3)ccc1Cl (stereo not given)
    -0.8	10.2	16.0	-9.1	2.7	-8.2
- O=C(O)CC1c2ccccc2-c2ccccc21
    82.8*	64.5	43.9	87.7*	78.7*	79.3*
- CN(C)CCN(C)CC(C)(C)C(=O)/C=C/c1ccc(Cl)c(Cl)c1
    92.5*	78.1*	8.2	96.8*	56.2	70.5*
- O=C1CC(C(=O)O)C(C(Cl)(Cl)Cl)O1 (stereo not given)
    -6.7	-26.4	-22.7	-18.9	1.8	-1.2
- CCCCC(/C=C\C(=O)O)CC (stereo not given)
    5.8	-6.1	5.0	29.7	-11.8	14.4
- CC(=O)NC(C(=O)NC(C)C(=O)N1CCCC1C(=O)O)C(C)C (stereo not given)
    0.6	-19.5	15.1	19.1	-1.1	-3.6
- CC1OC(OC2CCCc3c(O)c4c(c(O)c32)C(=O)c2ccccc2C4=O)CC(N)C1O (stereo not given)
    52.8	53.0	43.9	80.7*	70.5*	66.2
- OCC1CCCCC1
    19.9	3.1	30.9	10.8	2.6	22.6
- CN1C(=O)c2c(ccc3c2OCO3)C2C(O)Cc3cc4c(cc3C21)OCO4 (stereo not given)
    7.2	9.9	27.9	6.8	21.8	-51.0
- Cc1ccc2c(c1)SN(CN1C(=O)c3ccccc3C1=O)N2
    -38.7	-43.6	-19.0	-37.1	-7.2	-28.9
- COC1OC2COCOC2C(O)C1O (stereo not given)
    8.8&14.9	7.8&17.1	-34.5&-53.6	11.6&16.4	1.8&10.9	5.7&-4.9
- OCCN1CCN(Cc2cc(Cl)cc(CN3CCN(CCO)CC3)c2O)CC1
    0.9	-3.8	-9.2	0.5	-10.8	19.9
- CCN(CC)Cc1cc(Nc2nc(/C=C/c3ccccc3)nc3ccccc23)ccc1O
    -6.7	-37.5	13.9	4.0	-3.2	-14.6
- COC(=O)c1nc(NC#N)[nH]c(=O)c1CCCCCc1cnc(NC#N)nc1
    -0.4	4.0	7.0	-2.4	-3.2	-6.1
- Cc1cc2ncn(C(=O)Nc3ccccc3)c2cc1C
    .	-8.7	.	-2.4	.	6.2
- CCOc1cc2c(cc1O)CC[C@@H]1[C@@H]2CC[C@]2(C)C(N)CC[C@@H]12 (stereo not given in full)
    -20.1	5.8	-33.1	-0.9	-18.2	-8.8
- COC(=O)C(=O)C(/C=N/C(=S)N=Nc1c(O)[nH]c2ccccc12)=C(\O)c1c(C)[nH]c2ccccc12
    -1.7	-8.8	42.3	2.9	-19.6	2.5
- CCCCC#CCC#Cc1ccccc1
    -10.9	5.2	23.2	-4.3	6.8	10.1
- Cc1c(-c2ccccc2)oc(=O)c(Cl)c1N(C)C
    50.7	-34.8	-3.8	-2.4	0.1	-28.1
- C1=C(COC(c2ccccc2)(c2ccccc2)c2ccccc2)CCCC1
    4.5	5.2	-8.0	23.3	15.8	8.6
- COc1cc(/C=C\C(=O)c2cccc([N+](=O)[O-])c2)cc(OC)c1OC
    29.1	30.1	12.5	20.4	13.9	20.7
- CSc1c(C)n([O-])c2cc(Cl)c(Cl)cc2[n+]1=O
    79.2*	86.0*	64.4	79.8*	85.4*	92.3*
- O=C1NC(=S)S/C1=C\c1ccccc1C(=O)O
    5.8	11.1	7.0	0.4	0.9	9.4
- COc1ccc(N2C(=O)C3c4[nH]c5ccc(F)cc5c4C4CCC(C(C)(C)C)CC4C3C2=O)cc1 (stereo not given)
    -3.2	-2.3	7.5	-7.0	1.6	22.1
- C[N+](C)(C)C(=O)c1ccccc1
    -1.1	21.4	11.1	21.6	22.1	46.6
- O=C(/C=C/c1ccc(O)cc1)c1ccc(O)cc1
    -2.9	-13.7	0.1	-30.0	-37.8	-20.6
- CC(=O)Nc1c(Cl)ccc2c1Cc1cc([N+](=O)[O-])ccc1-2
    10.7	45.8	47.9	91.0*	49.5	90.8*
- COc1cc(OC)c(N=Nc2c(N)nc(N)[nH]c2=O)cc1Cl
    8.3	14.6	-12.1	5.0	7.5	-1.4
- CNc1nc(Cl)cc2nc(Cl)cn12
    8.3	15.8	-12.1	-2.1	-18.6	4.5
- CC(=O)NCC1(c2ccccc2)CCN(Cc2ccccc2)CC1
    -17.0	-17.3	5.7	-6.8	-11.7	-14.2
- CC(C)c1c(P(=O)(c2ccccc2)c2ccccc2)n(C)c2ccccc12
    84.7*	89.5*	85.5*	83.4*	77.8*	79.6*
- Cc1ccc(S(=O)(=O)Oc2ccc3oc4cccc(NCCN(C)C)c4c(=O)c3c2)cc1
    -6.4	-13.7	5.0	-3.5	-21.4	3.1
- O=C(C1=Cc2ccccc2OC1)N1CCN(c2ccccc2Cl)CC1
    38.0	20.2	24.4	12.3	34.6	40.1
- C=CCc1ccc(OC(=O)Nc2ccccc2Cl)c(OC)c1
    15.9	5.8	-5.8	49.6	38.1	6.0
- CCCCCCCCCCCCSC1=CCCN1
    8.2	-26.7	-119.7	17.9	-2.9	21.5
- O=C(NNc1ccccc1)Nc1ccccc1
    -16.1	-10.1	-5.5	15.8	18.5	-0.2
- C[Si](C)(C)c1ccc(C(N)=O)cc1
    8.7	16.4	8.3	14.4	3.3	8.7
- N#CC(C(=O)CCc1nc2ccccc2[nH]1)c1c(Cl)cccc1Cl (stereo not given)
    6.8	8.1	-30.1	-21.2	19.6	16.1
- Cc1ccccc1C(c1ccccc1)N(C)C (stereo not given)
    3.0	2.9	-12.2	-50.9	14.8	-20.4
- CCOC(CN=Cc1ccc2c(c1)Sc1ccccc1O2)OCC
    64.8	46.1	55.2	73.1*	88.2*	89.5*

# Two of the compounds above, with each value named.
C[Si](C)(C)c1ccc(C(N)=O)cc1
  yeast bub3: 8.7	yeast mec2-1: 16.4	cln2 rad14: 8.3	yeast rad50: 14.4	sgs1 mgt1: 3.3	mlh1 rad18: 8.7

N#CC(C(=O)CCc1nc2ccccc2[nH]1)c1c(Cl)cccc1Cl (stereo not given)
  yeast bub3: 6.8	yeast mec2-1: 8.1	cln2 rad14: -30.1	yeast rad50: -21.2	sgs1 mgt1: 19.6	mlh1 rad18: 16.1

# 5 structures from above, sorted by heavy-atom count, descending:
# Below each SMILES: yeast bub3	yeast mec2-1	cln2 rad14	yeast rad50	sgs1 mgt1	mlh1 rad18
- COC(=O)c1nc(NC#N)[nH]c(=O)c1CCCCCc1cnc(NC#N)nc1
    -0.4	4.0	7.0	-2.4	-3.2	-6.1
- COc1cc(OC)c(N=Nc2c(N)nc(N)[nH]c2=O)cc1Cl
    8.3	14.6	-12.1	5.0	7.5	-1.4
- CC(=O)Nc1c(Cl)ccc2c1Cc1cc([N+](=O)[O-])ccc1-2
    10.7	45.8	47.9	91.0*	49.5	90.8*
- O=C1NC(=S)S/C1=C\c1ccccc1C(=O)O
    5.8	11.1	7.0	0.4	0.9	9.4
- CCCCC#CCC#Cc1ccccc1
    -10.9	5.2	23.2	-4.3	6.8	10.1

# 6 entries from above, in CSV form:
molecule,yeast bub3,yeast mec2-1,cln2 rad14,yeast rad50,sgs1 mgt1,mlh1 rad18
COC(=O)c1nc(NC#N)[nH]c(=O)c1CCCCCc1cnc(NC#N)nc1,-0.4,4.0,7.0,-2.4,-3.2,-6.1
CN(C)CCN(C)CC(C)(C)C(=O)/C=C/c1ccc(Cl)c(Cl)c1,92.5*,78.1*,8.2,96.8*,56.2,70.5*
Cc1ccccc1C(c1ccccc1)N(C)C (stereo not given),3.0,2.9,-12.2,-50.9,14.8,-20.4
OCC1CCCCC1,19.9,3.1,30.9,10.8,2.6,22.6
CCCCC#CCC#Cc1ccccc1,-10.9,5.2,23.2,-4.3,6.8,10.1
CC(O)(CNS(=O)(=O)c1ccccc1)c1ccccc1 (stereo not given),-31.2,8.8,-36.9,14.2,0.6,-16.6

# Remaining list, next part:
# Below each SMILES: yeast bub3	yeast mec2-1	cln2 rad14	yeast rad50	sgs1 mgt1	mlh1 rad18
- CN1CC(CN2CCCCCC2)C(O)C(c2ccccc2)C1 (stereo not given)
    -1.5	-7.1	7.8	1.7	18.0	27.6
- Cc1nc(=O)n2c(c1C(=O)Nc1ccc(Cl)cc1)NCC2
    2.4	-3.4	-37.9	3.8	0.1	14.8
- O=[N+]([O-])C(/C=C(\Cl)n1nnc2ccccc21)=C(/Cl)n1nnc2ccccc21
    14.4	-3.7	13.4	-1.9	25.2	17.3
- CC(=O)c1ccc(O)c(/C=C2\CCOC2=O)c1
    9.6	8.4	-3.5	8.2	-9.0	7.7
- c1ccc(-c2conc2-c2ccccc2)cc1
    54.0	19.1	-2.5	60.8	31.4	71.3*
- CCC1(O)C(=O)Nc2ccc(OC)cc2C1=O (stereo not given)
    -1.6	-0.1	-59.5	-15.5	4.8	-10.3
- CCN(CC)Cc1cc(N=Nc2ccc(-c3ccc(N)c(OC)c3)cc2OC)c2ccccc2c1O
    -4.8	4.3	19.8	18.7	18.6	27.4
- C=C(/C=C/CCCC)NC(=O)OCc1ccccc1
    1.2	12.4	-39.5	13.4	8.0	18.9
- O=C(NC(=S)c1ccco1)NS(=O)(=O)c1ccc(Cl)cc1
    20.4	7.0	16.2	8.3	12.2	29.4
- NNC(=O)C(=O)N/N=C(\CCCC(=O)Nc1ccc(Cl)cc1)CC(=O)c1ccc(F)cc1
    -11.0	-4.0	-16.0	-2.6	-36.1	-18.4
- Cc1nc2cc(N)c(F)cc2[nH]1
    16.4	-7.0	12.8	-14.6	21.4	-0.1
- CCOC(=O)/C(=C\c1cn(C(C)=O)c2ccccc12)P(C)(=O)OCC (stereo not given)
    -11.4	-12.2	19.1	-19.2	7.0	-7.0
- O=C(COc1ccc(Cl)cc1)NCCOC(=O)COc1ccc(Cl)cc1
    21.3	20.4	18.2	37.5	12.2	52.3
- CC1OC23CCCCC2C(C#N)(C#N)C1(C#N)C(=N)O3 (stereo not given)
    -35.0	9.5	-22.9	3.6	-36.0	3.0
- Nc1[nH]c(=O)nc2c1cnn2COCCO
    -21.9	-17.4	22.5	-7.2	-7.8	-2.0
- COc1ccc(C(C#N)CC(=O)c2ccccc2)cc1 (stereo not given)
    -2.6	10.9	4.5	6.4	0.9	-8.3
